High-throughput results as filed in PubChem BioAssay.
CR mimetic SO: reduction of superoxide in aged yeast, primary screen, HTS. AID 2690, 2010. superoxide response (% of plate mean), % at 10 µM. S. cerevisiae aged cells, superoxide DHE fluorescence; stronger effect = lower value. hit rate 0.18% among 330,000;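 active = superoxide response under a set limit, about three screen SD below normal, cut at about 65% in these data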;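 note: yeast aged for seven days with compound at 30 °C before DHE staining; 100% = average MFI of all compound-treated wells on the plate with controls excluded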
PP5 primary: PP5 phosphatase inhibitors, primary screen, biochemical, fluorescence; AID 1987, 2009; purified PP5c, OMFP substrate fluorescence; inhibition, % at 6.7 µM; hit rate 0.18% among 320,000; Serine/threonine-protein phosphatase 5 (Homo sapiens), P53041;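 active = inhibition above the campaign's mean inhibition across all tested compounds plus 3 SD, cut at about 9.5% in these data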;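 note: 0% = DMSO only and 100% = 100 µM cantharidin control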
Target sequence (P53041 whole entry, looked up): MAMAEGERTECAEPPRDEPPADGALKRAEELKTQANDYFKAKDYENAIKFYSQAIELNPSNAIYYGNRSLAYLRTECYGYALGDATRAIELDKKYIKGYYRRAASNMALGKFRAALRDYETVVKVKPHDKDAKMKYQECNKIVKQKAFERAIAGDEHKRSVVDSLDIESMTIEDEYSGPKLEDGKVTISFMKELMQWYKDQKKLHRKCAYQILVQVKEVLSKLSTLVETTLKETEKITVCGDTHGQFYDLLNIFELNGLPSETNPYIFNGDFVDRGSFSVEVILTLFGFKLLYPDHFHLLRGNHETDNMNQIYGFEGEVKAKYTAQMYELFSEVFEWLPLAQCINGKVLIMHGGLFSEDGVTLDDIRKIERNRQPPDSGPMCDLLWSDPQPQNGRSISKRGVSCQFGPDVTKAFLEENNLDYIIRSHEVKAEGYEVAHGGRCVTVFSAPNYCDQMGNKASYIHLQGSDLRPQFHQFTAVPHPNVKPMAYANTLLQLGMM
ZTA DNA inh: ZTA (EBV) inhibition in EBNA-1 counter-screen | inhibition, % at 11 µM | hit rate 0.15% among 320,000 | P03206 | ZTA-DNA binding, fluorescence polarization; in the data active = inhibition above about 33%
Target sequence (P03206 whole entry, looked up): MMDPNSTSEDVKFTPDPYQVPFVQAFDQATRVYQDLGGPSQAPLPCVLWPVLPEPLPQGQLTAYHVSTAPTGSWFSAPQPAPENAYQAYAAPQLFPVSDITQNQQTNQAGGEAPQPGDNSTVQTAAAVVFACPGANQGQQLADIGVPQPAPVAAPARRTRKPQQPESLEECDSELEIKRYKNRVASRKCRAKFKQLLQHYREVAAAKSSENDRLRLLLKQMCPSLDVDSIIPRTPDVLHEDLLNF
JMJD2C inh: inhibitors of GASC-1 histone demethylase, primary screen, biochemical, fluorescence, DELFIA europium; Lysine-specific demethylase 4C (Homo sapiens), Q9H3R0; GST-JMJD2C(1-420) H3K9me3 demethylation; inhibition, % at 2.35 µM; hit rate 0.069% among 330,000; AID 2099, 2009;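 active = more than half of a compound's replicate wells show inhibition beyond 50%, single wells judged on their own value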;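 note: signal counts dimethyl H3K9 product captured on neutravidin plate; 0% = median of DMSO wells and 100% = 0.3 times that DMSO median; strong numbers were not always called active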
TPT1 inh: Candida albicans TPT1 enzyme inhibitors, primary screen, biochemical, fluorescence polarization. tRNA 2'-phosphotransferase TPT1 (Candida albicans SC5314). recombinant caTPT1, FP RNA substrate dephosphorylation. inhibition, % at 5 µM. hit rate 0.81% among 300,000;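 active = inhibition above the mean of all tested compounds plus 3 SD, set per screening campaign, cut at about 24% in these data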;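 note: plate controls were DMSO alone for no effect and ferristatin control at 100 nM for full effect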
CTSL1 counter: Fasciola hepatica cathepsin L1 inhibitors, primary screen, counter-screen for PFM18AAP inhibitor project, biochemical, QFRET, fluorogenic peptide substrate | hit rate 0.49% among 300,000 | inhibition, % at 5.96 µM | recombinant F. hepatica cathepsin L1, Z-Leu-Arg-MCA fluorescence;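 active = inhibition above the mean of all tested compounds plus 3 SD, set per screening campaign, cut at about 17% in these data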;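 note: 0% = plate median of test compound wells and 100% = 1 µM Z-Phe-Ala-diazomethylketone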
PP1 inh: PP1-alpha phosphatase inhibitors, primary screen, counter-screen for PP5 inhibitor project, biochemical, fluorescence, OMFP substrate, single point; AID 2235, 2010; hit rate 0.9% among 320,000; inhibition, % at 6.7 µM; Serine/threonine-protein phosphatase PP1-alpha catalytic subunit (Homo sapiens), P62136; purified PP1alpha;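 active = inhibition above the mean inhibition of all tested compounds plus 3 SD, computed separately for each screening campaign, cut at about 15% in these data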
HCV core dimer: inhibitors of HCV core protein dimerization, primary screen, biochemical, TR-FRET, high-throughput; inhibition, % at 5 µM; TR-FRET GST/Flag-core106 dimerization, 1536-well; hit rate 0.33% among 300,000;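 active = inhibition above the mean of all tested compounds plus 3 SD, set per screening campaign, cut at about 45% in these data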
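assay system = GST-tagged and Flag-tagged HCV core protein residues 1-106 | controls = unlabelled core106 and no-GST-core106 wells | incubation = compound-protein-antibody incubation 4 h at 22.5 °C | probe or stimulus = Eu donor and XL665 acceptor anti-tag antibodies | read-out = % inhibition based on acceptor/donor emission ratio | signal = TR-FRET 671 and 617 nm emission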
EBNA-1 inh: EBNA-1 DNA-binding inhibitors, primary screen, biochemical, fluorescence polarization | inhibition, % at 14.8 µM | hit rate 0.34% among 300,000; in the data active = inhibition above about 28%
* = called active by the depositor; i = inactive; / = no result given; & = joins results of further samples. The order is random; 3.1% or so of the library scored in one or more.

Start of the listing, in advance:
Under each structure: CR mimetic SO	PP5 primary	ZTA DNA inh	JMJD2C inh	TPT1 inh	CTSL1 counter	PP1 inh	HCV core dimer	EBNA-1 inh
#1 CCOCCn1c(COc2ccc(C)cc2)nc2ccccc21
    105.2	-0.4	5.6	3.6	-3.5	-0.5	-0.5	0.4	3.5
#2 CCOC(=O)N1CCc2c(sc3c2C(=O)NC(c2ccccc2)N3)C1 (configuration not stated)
    119.5	3.1	2.0	-6.2	1.1	7.9	2.7	16.9	13.7
#3 Cc1ccc(NC(=O)CNc2ccc(OC(C)C)cc2)cc1
    93.1	1.7	-2.7	5.3	-5.3	1.6	-0.3	-2.0	-2.5

All compounds of this part, previewed entries included:
Under each structure: CR mimetic SO	PP5 primary	ZTA DNA inh	JMJD2C inh	TPT1 inh	CTSL1 counter	PP1 inh	HCV core dimer	EBNA-1 inh
#1 CCOCCn1c(COc2ccc(C)cc2)nc2ccccc21
    105.2	-0.4	5.6	3.6	-3.5	-0.5	-0.5	0.4	3.5
#2 CCOC(=O)N1CCc2c(sc3c2C(=O)NC(c2ccccc2)N3)C1 (configuration not stated)
    119.5	3.1	2.0	-6.2	1.1	7.9	2.7	16.9	13.7
#3 Cc1ccc(NC(=O)CNc2ccc(OC(C)C)cc2)cc1
    93.1	1.7	-2.7	5.3	-5.3	1.6	-0.3	-2.0	-2.5
#4 COc1ccccc1C(C(=O)NCc1ccccc1)N(C(=O)c1csnn1)C1CC1 (configuration not stated)
    81.7	-0.7	2.8	6.7	-3.4	-1.8	-3.5	1.7	-1.6
#5 CC1CCC(C(C)C)C(OC(=O)Cn2c(-c3ccc(Br)cc3)[n+](C)c3ccccc32)C1 (configuration not stated)
    86.0&101.3	-2.3&0.6	-4.2&-16.4	5.3&-14.8	-1.8&1.1	1.2&-0.4	6.3&10.7	-3.2&-4.9	-5.8&-20.1
#6 O=C(COC(=O)C1CC1)Nc1ccccc1Sc1ccccc1
    91.4	0.0	8.9	-6.1	1.8	-3.2	1.0	0.0	1.9
#7 c1ccc(C(c2ccccc2)N2CCN(c3nc4ccccc4n4cnnc34)CC2)cc1
    104.0	0.8	-3.1	-3.6	-4.3	0.8	-2.0	9.9	4.5
#8 Cc1ccc(C(=O)C(C)OC(=O)Cc2c[nH]c3ccccc23)cc1 (configuration not stated)
    97.1	4.7	0.8	0.4	-1.0	1.2	0.8	1.4	10.3
#9 COc1ccc(CCNC(=O)Cc2ccc3c(c2)OCO3)cc1OC
    95.2	-2.4	-1.5	7.1	1.4	-4.7	-4.5	1.4	5.4
#10 O=C(O)c1cccnc1SC1CC(=O)N(c2cccc3ccccc23)C1=O (configuration not stated)
    102.9	-2.8	9.8	5.9	-1.0	-3.2	-0.9	0.2	4.5
#11 COc1ccccc1/C=C/C=N/NC(=O)c1cc(-c2ccc(C)o2)[nH]n1
    102.4	0.8	-8.2	-0.9	2.7	2.4	6.5	1.0	-4.2
#12 COCCCN1C(=O)C(=O)/C(=C(/O)c2ccc(S(=O)(=O)N3CCCCC3)cc2)C1c1ccc(OC)cc1 (configuration not stated)
    107.3	1.9	-7.3	-16.6	1.2	-2.8	0.9	-6.7	-2.4
#13 CC(C)Cn1nc(NC(=O)c2ccco2)c2cc3ccccc3nc21
    117.3	-0.8	9.5	-17.5	3.2	-2.5	-2.9	-3.0	-4.3
#14 CN(C)C(=O)CN(c1ccc2c(c1)OCO2)S(C)(=O)=O
    132.5	3.5	2.5	-3.1	-6.1	-2.7	4.1	-5.8	-11.6
#15 CN(C)CCOCCOc1ccc(Cl)c2ccccc12
    89.4	1.4	-3.5	-7.0	-2.3	5.6	0.1	-6.8	-12.4
#16 COc1ccc(-c2csc3ncnc(N4CCN(c5ccccc5[N+](=O)[O-])CC4)c23)cc1
    87.5	1.4	9.3	/	1.6	-0.4	-3.0	7.4	9.8
#17 CN(C)c1nc(N(C)C)nc(N(C#N)CN2C(=O)c3ccccc3C2=O)n1
    105.5	-1.7	2.2	-3.8	5.2	-7.2	-1.2	-7.1	-3.0
#18 CC(=O)c1cccc(NC(=O)C2C3C=CC(C4CC34)C2C(=O)O)c1 (configuration not stated)
    106.9	0.4	7.9	-21.0	0.5	0.4	-3.2	0.1	13.6
#19 NC(N)=NS(=O)(=O)c1ccc(N)cc1
    95.8	-0.8	-1.4	2.4	0.5	0.1	3.5	5.4	1.3
#20 C=C[C@@H]1c2ccccc2N(S(=O)(=O)c2ccc(C)cc2)[C@H](c2ccc(OC(C)=O)cc2)C1(C#N)C#N
    113.8	2.7	-13.2	-1.1	/	/	5.4	/	/
#21 COc1ccc(CC(=O)N/N=C/c2cc([N+](=O)[O-])cc(Br)c2O)cc1
    106.7	0.0	1.6	9.4	-1.0	4.9	6.8	13.3	8.3
#22 O=C(O)c1cccc([N+](=O)[O-])c1C(=O)Nc1cccc2ccccc12
    104.4	-3.1	-22.8	-6.1	-8.3	2.2	-4.0	-15.0	-15.6
#23 COc1ccc(NC(=S)N(CCN(C)C)C(C)c2ccncc2)cc1Cl (configuration not stated)
    116.7	1.3	2.4	-3.9	0.5	-4.6	-0.2	-2.4	-2.7
#24 COc1ccc(CNC(=O)c2cncc(Br)c2)cc1
    95.7	0.5	3.7	6.3	-1.2	0.9	0.2	-0.4	0.0
#25 O=C(NC(=S)Nc1nc(-c2cccc3ccccc23)cs1)c1cc2ccccc2o1
    104.1	1.6	-1.5	11.0	1.5	0.6	-0.5	-3.2	5.2
#26 O=C(O)CCn1ncc2ccccc2c1=O
    89.9	-1.6	-2.2	5.6	0.7	0.3	-4.7	1.7	-5.6
#27 O=c1c(F)cn(C2CCCO2)c(=O)n1Cc1ccc(Cl)cc1 (configuration not stated)
    97.3	1.6	-19.6	0.1	7.0	-6.2	-1.2	-6.2	20.4
#28 O=C(CCNS(=O)(=O)c1ccccc1)NNC(=O)C1COc2ccccc2O1 (configuration not stated)
    117.1	0.5	3.7	-2.9	0.3	-3.9	-2.4	0.4	5.1
#29 O=C(c1cc2ccccn2n1)N1CCN(c2ccccn2)CC1
    89.0	-1.6	12.5	12.3	-2.9	-4.0	-2.2	1.5	3.2
#30 Cc1ccc(NC(=O)CN2CCN(C(=O)c3ccco3)CC2)cc1
    98.9	0.2	-0.9	0.1	-3.3	2.0	-2.4	-9.6	2.4
#31 CC(C)(C)Nc1ncnc2sc(-c3ccccc3)cc12
    88.7	5.5	7.3	-21.8	4.2	8.1	-0.2	8.9	-1.9
#32 Fc1cccc(CSc2ncnc3c2oc2ccccc23)c1
    117.2	3.9	0.3	19.5	0.0	-0.5	-0.5	-1.2	-8.0
#33 COc1ccc(-n2c(C)cc(C(=O)CN3C(=O)c4ccccc4C3=O)c2C)cc1
    98.2	-0.5	25.5	0.7	-4.5	-0.5	4.2	2.1	4.5
#34 CCOC(=O)CCCN1CC(O)=C(c2nc(-c3ccc(Cl)cc3)cs2)C1=N
    110.2	5.2	-0.9	/	5.1	-1.2	16.8*	5.9	-4.5
#35 O=C(Nc1ccccc1)N1CCSc2ccccc21
    112.0	1.0	-8.2	-12.1	-3.0	4.1	-1.6	-0.5	-16.8
#36 CCC1=C(OC(=O)N(CC)CC)N2C(=O)OC(=NCCOC)[C@]2(Cc2ccccc2)[C@H]2C1=CC[C@H]1C(=O)NC(=O)[C@H]12
    102.7	1.1	-9.9	5.5	-0.7	-0.1	1.2	-4.8	1.6
#37 O=C(c1cccc(Br)c1)N1CCN(S(=O)(=O)N2CCOCC2)CC1
    97.8	3.8	1.4	i	-4.5	-2.0	-1.4	4.2	-33.6
#38 CCCc1cc(=O)[nH]c(SCc2cccc(C)c2)n1
    94.0	0.8	-2.9	6.8	0.2	-6.5	1.0	-2.5	-2.4
#39 Cc1cccc(-n2ncc3c(N(C)C4CCCCC4)ncnc32)c1
    107.6	-3.5	14.8	8.1&-24.3	1.4	5.0	0.6	14.4	9.9
#40 CCCOC1CCCN(C(=O)c2ccc3oc(C(C)C)nc3c2)C1 (configuration not stated)
    100.0	0.9	-2.9	0.9	0.1	-0.1	-5.0	0.6	0.8
#41 CCOC(=O)c1ccc(Oc2cc(C)nc(SC)n2)cc1
    119.3	2.4	-16.2	5.1	-2.7	-0.2	-1.9	0.1	1.9
#42 CCCCC(CC)C(=O)Oc1ccc(O)c(C(C)(C)C)c1 (configuration not stated)
    80.9	0.1	8.6	11.1	-2.0	3.5	0.2	9.1	1.4
#43 CCn1c(CCNC(=O)c2ccco2)nc2ccccc21
    103.7	4.4	9.2	1.7	-0.8	-2.6	3.2	-2.4	4.7
#44 CCOC(=S)SCC(=O)N1CCc2ccccc2C1C1C(=O)CCCC1=O (configuration not stated)
    151.9	3.4	-10.6	-2.4	3.3	-9.8	-4.1	-5.2	4.1
#45 Cc1ccc(NC(=O)C2CC(=O)n3ncnc3N2)cc1 (configuration not stated)
    121.2	0.6	-6.0	-8.1	-0.3	-0.4	-1.2	-2.4	9.0
#46 CCN1CCN(C2=C(Cl)C(=O)N(Cc3ccccc3)C2=O)CC1
    105.0	-0.2	2.1	8.9	-7.0	2.8	-0.5	0.1	14.0
#47 CC(C)CNC(=S)NC1CCCC1
    88.4	2.5	0.9	6.6	3.4	-1.2	3.1	-7.1	-12.0
#48 CCOC(=O)c1cnc2ccc(OC)cc2c1NCc1ccccc1
    96.8	1.8	4.0	0.2	-4.1	6.2	3.9	9.2	12.2
#49 COc1ccc(Cl)cc1S(=O)(=O)N1CCC(C(=O)NCc2ccco2)CC1
    103.8	0.6	-13.0	-2.2	-2.1	-4.3	2.5	8.4	1.1
#50 COc1ccc(-c2nn(CCC(=O)O)cc2/C=C/C(=O)O)cc1[N+](=O)[O-]
    112.8	0.6	-0.3	-4.3	-0.8	0.7	0.1	6.1	3.4
#51 COC(=O)c1ccc(C(=O)NCCCCO)cc1
    82.5	2.7	-5.9	-6.2	0.6	-2.4	3.2	-10.1	12.3
